# Screening results: PubChem BioAssay, Broad Institute
# Statin myotox sup: suppression of simvastatin myotoxicity; 330,000 tested, 0.78% active; AID 602340; C2C12 myotubes + simvastatin, ATP luminescence, 48 h; scaled: DMSO 0, geranylgeraniol control 100; rescue of ATP level, % at 7.49 µM;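 active = mean ATP rescue above about 67%, or every replicate alone reaching that limit, limit read from the data, passing the limit was not always enough; inconclusive = no clear call, values can overlap the other calls; inactive = mean under the limit and some replicate under it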;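 note: myotubes were challenged with 10 µM simvastatin during compound exposure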
# DENV2 CPE rescue: DENV2-induced cell death inhibition; DENV2-infected cells, cytopathic effect rescue, plate reader; AID 651640; 350,000 tested, 1.7% active; CPE inhibition, % at 9.99 µM; in the data active = CPE inhibition above about 20%, passing the limit was not always enough; inconclusive = no clear call, values can overlap the other calls; tested in BHK-21 cells;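 note: 0% = median of neutral control wells and 100% = median of positive control wells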
# E-sel inducer: E-selectin induction on HUVECs; P16581; HUVEC E-selectin immunofluorescence imaging; normalized: neutral wells 0, TNF-alpha wells 100; activation, % at 7.58 µM; 260,000 tested, 0.37% active; AID 686992;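 active = mean E-selectin-positive cell signal at least 10% of the positive control, reached in at least 60% of replicates, without over 20% cell loss; inconclusive = no rule given, readout overlaps actives, possibly toxicity-flagged; inactive = the rest, including those meeting only one limit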;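 note: in these data hits start at about 27%; measured in HUVEC primary endothelial cells; signal is the percent of cells scored E-selectin positive by PE staining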
#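 Test system – human umbilical vein endothelial cells (HUVEC), E-selectin induction · Input – 3,000 HUVEC seeded per well · Buffer or medium – EGM-2, gelatin · Compound dosing – single-point compound dose · Detection – immunofluorescence imaging · Measure – percent E-selectin-positive cells · Controls – TNF-alpha high, DMSO low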
# PglD inh: PglD (C. jejuni) enzyme inhibition; purified PglD enzyme, DTNB colorimetric CoA detection; inhibition, % at 12.5 µM; 360,000 tested, 0.098% active; AID 602405; in the data active = inhibition above about 16%, passing the limit was not always enough; inconclusive = no clear call, values can overlap the other calls; note: strong numbers were not always called active
# ERp5 block: inhibitors of human ERp5; AID 651711; ERp5 insulin aggregation, absorbance 650 nm, 90 min; Q15084; 350,000 tested, 0.05% active; inhibition, % at 9.99 µM;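 active = mean replicate inhibition above about 25%, with every replicate also reaching it, limit read from the data, passing the limit was not always enough; inconclusive = only one of those two criteria met; inactive = neither criterion met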
# Target sequence (Q15084 whole entry, looked up): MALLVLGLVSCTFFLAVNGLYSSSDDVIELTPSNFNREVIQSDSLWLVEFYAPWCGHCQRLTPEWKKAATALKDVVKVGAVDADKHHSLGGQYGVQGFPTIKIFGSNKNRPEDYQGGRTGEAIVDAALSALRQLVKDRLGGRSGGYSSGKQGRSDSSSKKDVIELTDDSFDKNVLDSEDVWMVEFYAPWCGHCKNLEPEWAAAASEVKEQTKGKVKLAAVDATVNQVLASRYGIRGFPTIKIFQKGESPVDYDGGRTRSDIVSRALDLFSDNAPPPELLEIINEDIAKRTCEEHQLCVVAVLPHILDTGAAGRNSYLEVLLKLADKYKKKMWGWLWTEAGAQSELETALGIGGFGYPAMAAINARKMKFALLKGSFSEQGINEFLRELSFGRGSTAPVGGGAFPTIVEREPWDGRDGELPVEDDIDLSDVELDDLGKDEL
# SIRT5 inh: sirtuin-5 (human) deacylase inhibition; Purified SirT5, succinyl-peptide AMC, trypsin-coupled fluorescence; inhibition, % at 15 µM; 330,000 tested, 1.1% active; in the data active = inhibition above about 15%; inconclusive = no clear call, values can overlap the other calls
# Target sequence (Q9NXA8 whole entry, looked up): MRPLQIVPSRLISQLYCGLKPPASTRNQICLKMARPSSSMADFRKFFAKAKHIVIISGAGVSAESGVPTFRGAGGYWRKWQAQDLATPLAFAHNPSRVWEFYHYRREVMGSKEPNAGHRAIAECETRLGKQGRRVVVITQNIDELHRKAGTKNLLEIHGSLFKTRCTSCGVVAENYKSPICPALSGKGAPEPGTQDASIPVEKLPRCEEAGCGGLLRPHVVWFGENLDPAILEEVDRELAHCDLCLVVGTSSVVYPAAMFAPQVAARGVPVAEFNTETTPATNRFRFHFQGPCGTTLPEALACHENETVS
# S100A4 inh HTS: inhibitors of human S100A4 binding to myosin IIA peptide | S100A4/TAMRA-MyoIIA peptide fluorescence polarization | inhibition, % at 10.7 µM | 360,000 tested, 0.14% active | AID 652163;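 active = mean inhibition of at least 70% across replicates, with every replicate also reaching that level; inconclusive = mean inhibition reaches 70% but some replicates fall short; inactive = mean inhibition below 70%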
# Target sequence (P26447 whole entry, looked up): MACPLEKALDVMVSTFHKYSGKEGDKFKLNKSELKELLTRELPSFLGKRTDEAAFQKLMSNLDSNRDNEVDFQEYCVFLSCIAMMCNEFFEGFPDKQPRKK
#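 Test system: S100A4 monomer protein; Medium: HEPES pH 7.2 with CaCl2, KCl, NaCl, DTT, Triton; Probe or stimulus: TAMRA-labelled myosin IIA heavy-chain peptide probe, 5 nM; Doses: one dose per compound; Times: polarization read 5 min after assay mix addition, stable 5–60 min; Benchmarks: neutral control DMSO, positive control TFP.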
# An asterisk follows results filed as active; ? = inconclusive; . = not tested or not shown; & = joins results of further samples. This is a subset; rates above refer to the full screens.
# Screens in order: Statin myotox sup	DENV2 CPE rescue	E-sel inducer	PglD inh	ERp5 block	SIRT5 inh	S100A4 inh HTS
CN1CCN(C(=O)[C@@H]2[C@@H](CO)[C@@H]3Cn4c(ccc(-c5cncnc5)c4=O)[C@@H]3N2CC2CC2)CC1
  3	-3	-0.2	-2	-3	3	11
COc1cccc(S(=O)(=O)N(C)C[C@@H]2Oc3cc(C#CCN(C)C)ccc3S(=O)(=O)N([C@@H](C)CO)C[C@H]2C)c1
  -112	-8	-0.2	15	-1	-1	-3
O=C(Cn1nnc(-c2ccccc2)n1)NCC(=O)Nc1ccc(F)c(F)c1F
  -4	7	-0.1	-5	9	-2	-1
COC(=O)C1=C(C)NC(=S)NC1c1ccc(OC)cc1 (centres undefined)
  .	-5	-0.1	.	1	.	15
O=c1/c(=C\c2ccc(O)cc2)sc2nc(-c3ccccc3)c(-c3ccccc3)n12
  .	-5	3.0	.	?	-6	-1
Nc1ccc(C(=O)NNC(=O)C2COc3ccccc3O2)cc1[N+](=O)[O-] (centres undefined)
  .	-1	0.2	.	5	3	-3
C[C@@H]1CN([C@@H](C)CO)S(=O)(=O)c2ccc(-c3cncnc3)cc2O[C@H]1CN(C)Cc1ccccn1
  -20	2	0.4	-2	1	-1	6
CCn1cc(S(=O)(=O)c2ccc(OC)cc2)c(=O)c2cc(F)c(N3CCN(C)CC3)cc21
  6	?	.	6	13	-7	12
CN1CC(=O)N=C1N
  2&-1	?	1.5&0.5	2&1	-3&6	5&-4	-4&0
Cc1ccc(OCC(=O)N/N=C2\CCOc3c(C)cccc32)cc1
  .	1	.	.	-1	3	11
Cc1ccccc1OCC(=O)OCC(=O)Nc1cc(C(F)(F)F)ccc1N1CCOCC1
  -12	5	-0.3	.	0	2	-4
O=C(c1ccccc1Cc1ccccc1)N1CCN(S(=O)(=O)c2ccccc2[N+](=O)[O-])CC1
  -5	-2	0.0	-4	2	-1	-5
Cc1cccc([C@@H](NC(=O)OC(C)(C)C)C(=O)OC(C)(C)C)c1
  0	.	-0.3	-2	-5	.	-2
COc1ccccc1NC(=O)Nc1nc(C(N)Cc2ccccc2)cs1 (centres undefined)
  -25	0	8.2	6	-1	-4	-7
CO[C@@H]1CN(C)C(=O)c2ccc(NC(=O)C3CCCC3)cc2OC[C@@H](C)N(C(=O)c2ccccc2)C[C@H]1C
  6	-4	0.1	1	-3	-2	1
CS(=O)(=O)Nc1ccc(C(=O)Nc2ccc3ccccc3c2)cc1
  -18	0	0.5	-4	-7	0	-1
Cn1c(-c2ccccc2)cnc1NCc1ccc(F)cc1
  2	-3	.	-2	0	4	2
CCCCN(C(=O)CSc1nnc(-c2ccccc2OC)n1C)c1c(N)n(Cc2ccccc2)c(=O)[nH]c1=O
  .	0	-0.2	.	3	-2	2
O=C(CC1SC(N2CCCCC2)=NC1=O)Nc1cccc(C(=O)Nc2ncccc2O)c1 (centres undefined)
  2	2	-0.7	-3	-3	9	-14
CCOC1OC(=O)C(Cl)=C1Nc1cc(C)ccc1C (centres undefined)
  .	15	.	.	0	0	-1
CN(C)S(=O)(=O)N(CC(=O)NCCSCc1ccc(Cl)cc1)c1ccccc1
  .	3	.	.	0	-1	-3
C1CC1Cc1noc(CN2CCN(CC3CC3)CC2)n1
  .	-2	6.7	.	-5	-7	0
Cc1cc(C(=O)NCc2nc(-c3ccccc3)no2)ccc1[N+](=O)[O-]
  .	-2	0.6	.	3	-1	5
CC(C)N(Cc1ccccc1)C(=O)COC(=O)C1CCN(S(=O)(=O)c2ccc3c(c2)OCCO3)CC1
  1	-3	.	-3	4	-3	-9
CCOC(=O)c1nc[nH]c1C
  -3	-2	.	-4	-1	-2	-2
Cc1ccc(S(=O)(=O)N2CC(=O)N3CCN(CCN)C3C2)cc1 (centres undefined)
  -1	-9	0.0	1	-1	-6	-2
CC(C)(C)[S@@](=O)N1Cc2cc(C(=O)N3CCOCC3)nc(-c3cccc(-c4ccccc4F)c3)c2[C@H]1CCO
  -2	6	1.5	2	3	11	-28
CCc1ccc(OCc2cnc(Cl)s2)cc1
  .	2	0.1	.	?	-4	1
COc1ccc(C2=NCCn3nc4cc([N+](=O)[O-])ccc4c32)cc1
  -6	.	-0.1	-2	.	.	.
CO[C@@H](CN(C)C(=O)c1cnccn1)[C@H](C)CN([C@H](C)CO)S(=O)(=O)c1ccc(F)cc1
  5	2	0.0	-3	0	-3	25
COc1ccc(S(=O)(=O)Nc2ccc3c(c2)CC(=O)N([C@@H](C)CO)C[C@H](C)[C@H](CN(C)S(=O)(=O)c2cn(C)cn2)O3)cc1
  7	2	0.0	0	14	-3	-13
Cc1cc(C(=O)N/N=C/c2ccccn2)n[nH]1
  .	.	0.4	.	7	-5	0
Cc1cccc(S(=O)(=O)N(C)C[C@@H]2OCc3cn(nn3)CCCC(=O)N([C@H](C)CO)C[C@@H]2C)c1
  -10	2	0.0	-1	-5	-4	11
C[C@@H]1CN([C@H](C)CO)S(=O)(=O)c2ccc(-c3cccc(F)c3)cc2O[C@H]1CN(C)C(=O)C1CC1
  3	-2	-0.3	2	-2	5	14
C[C@@H]1CN([C@H](C)CO)C(=O)c2cc(NC(=O)NC3CCCCC3)ccc2O[C@@H](C)CCCCO[C@@H]1CN(C)C(=O)CCC(F)(F)F
  .	-3	-0.2	2	5	-1	3
N#Cc1ccccc1OCC(=O)NCC(c1cccs1)N1CCOCC1 (centres undefined)
  -4	-7	4.2	8	4	-3	-1
CCOc1ccccc1C=NN=Cc1ccccc1O
  .	-3	-0.3	.	1	2	-4
COc1ccc(N(C)C(=O)CCS(=O)(=O)c2cccc3nsnc23)cc1
  2	-4	0.0	-1	2	4	-1
O=C1CCCC(O)=C1N=Nc1cccc(S(=O)(=O)N2CCOCC2)c1
  -9	.	0.1	.	0	-2	8
O=C(CSc1ncnc2c1cnn2-c1ccccc1)NCC1CCCO1 (centres undefined)
  -5	-3	0.4	2	2	-4	17
O=C(CCc1ccc(S(=O)(=O)N2CCOCC2)cc1)Nc1ccc2c(c1)OCCO2
  -1	0	0.5	-8	-1	-2	-5
COC(=O)C(Cc1ccccc1)NC(=O)CSc1nc(C)cc(=O)[nH]1 (centres undefined)
  56	10	-0.7	-3	4	-3	-2
C[C@@H]1CN([C@@H](C)CO)C(=O)c2ccccc2-c2ccccc2CO[C@@H]1CN(C)S(C)(=O)=O
  -11	9	-4.2	0	12	-1	12
COc1ccccc1CN(C(=O)CNC(=O)c1ccco1)C(C(=O)NCC1CCCO1)c1ccc(OC)c(OC)c1 (centres undefined)
  0	-8	-0.2	4	5	-3	-3
COc1ccc(N2CCN(C(=S)NCc3ccc(C)cc3)CC2)cc1
  9	2	4.2	.	2	.	-1
CCCNC(=O)C1(C)CCN(C(=O)c2ccc3ccccc3c2)C1 (centres undefined)
  5	-6	0.1	4	7	-1	-9
COc1ccc(/C(C)=N/NC(=O)c2ccncc2)cc1
  -7	5	.	-3	4	-2	-4
COc1ccc(NC(=O)c2ccc3c(c2)NC(=O)CS3)cc1S(=O)(=O)Nc1ccc(Br)cc1
  18	9	.	-4	6	-2	-6
C/C=C(\C)CN1CCC(Oc2cccc(C(=O)NCc3ccccn3)c2)CC1
  -8	0	-0.1	-3	1	2	-7
O=C(C1CCC1)N1CCN(S(=O)(=O)c2cc(F)ccc2F)CC1
  -7	-3	0.3	-2	-4	-1	-3
CCCC(=O)Nc1sc2c(c1C(=O)Nc1ccccn1)CCCC2
  3	0	-2.8	1	3	2	-4
C=CCc1cccc(/C=N/NC(=O)c2ccccc2Br)c1O
  .	?	.	.	3	-4	-2
CCCCCCSc1ccc(-c2nc3ccc(C)cn3c2NC2CCCCC2)cc1
  -8	-2	0.0	6	17	-4	-14
O=C(COC(=O)c1ccc(O)cc1)NC(=O)NCc1ccccc1
  4	-7	4.2	3	4	-3	-4
CC1CCCN(S(=O)(=O)c2ccc(Br)s2)C1 (centres undefined)
  .	0	-0.1	1	5	-1	-2
O=c1nc(N2CCOCC2)ccn1-c1nc(-c2ccccc2)sc1-c1ccccc1
  .	-1	.	.	-2	8	5
C[C@H](CO)N1C[C@H](C)[C@@H](CN(C)C(=O)Cc2cccnc2)Oc2ncc(C#Cc3ccccc3F)cc2C1=O
  13	?	-0.1	-2	12	-6	17
O=C(COC(=O)c1cccc(S(=O)(=O)N2CCCC2)c1)Nc1ccccc1C(F)(F)F
  3	3	-0.1	-6	10	-2	3
CC(C)(C)c1nnc(NC(=S)Nc2ccccc2)s1
  1	-6	.	.	-3	-13	1
CCC(C)(C)c1ccc(OCC(=O)Nc2ccncc2)cc1
  -9	-2	0.4	0	-1	-2	-1

# Later entries.
# Screens in order: Statin myotox sup	DENV2 CPE rescue	E-sel inducer	PglD inh	ERp5 block	SIRT5 inh	S100A4 inh HTS
CC(=O)c1ccccc1NC(=O)COC(=O)Cc1cccc(C(F)(F)F)c1
  -4	-7	8.3	-5	11	2	-10
CCOc1ccc(NC(=O)CN(c2ccc([N+](=O)[O-])cc2)S(=O)(=O)c2ccccc2)cc1
  .	-2	0.1	.	-4	6	-2
CC(C)CC#Cc1cnc2c(c1)C(=O)N([C@H](C)CO)C[C@@H](C)[C@H](CN(C)C(=O)Cc1ccccc1)O2
  101*	2	-0.2	-3	3	-3	3
C[C@H](CO)N1C[C@H](C)[C@@H](CN(C)C(=O)c2ccc(F)cc2)Oc2ncc(C#C[C@@H](C)O)cc2C1=O
  5	?	0.0	-14	6	0	0
Cc1ccc2c(c1)NCC(C(=O)NC1CCC(C)CC1)O2 (centres undefined)
  -19	.	1.4	2	3	-2	0
COc1ccc(NC(=O)Nc2ccc3c(c2)C(=O)N([C@@H](C)CO)C[C@H](C)[C@@H](CN(C)S(=O)(=O)c2ccc(F)cc2)OCCCC[C@@H](C)O3)cc1
  .	-4	.	-3	1	8	6
COc1ccc2[nH]c3c(=O)n(CCc4ccccc4)cnc3c2c1
  .	6	4.8	.	-3	.	-1
COc1ccc(NC(=O)N(C)C[C@H]2Oc3c(NC(=O)Nc4ccc(F)cc4)cccc3C(=O)N([C@H](C)CO)C[C@H]2C)cc1
  -20	-6	-0.4	-1	-2	-1	4
COc1cc(Cl)c(C)cc1NC(=O)Cn1c(NCCO)nc2ccccc21
  .	.	-0.2	4	0	-8	-6
O=C(/C(C=Nc1cc2c(oc1=O)CCCC2=O)=C(\O)c1ccccc1)c1ccccc1
  .	2	.	.	7	1	-8
O=C(Nc1nc2c(F)cc(F)cc2s1)C1CC1
  -3	-2	-0.5	2	3	-2	-5
CC(=O)N1[C@H](CO)[C@H](c2ccc(-c3cccnc3)cc2)[C@@H]1CNC(=O)C1CCC1
  .	17	0.0	.	15	-3	-4
COc1ccccc1CCNC(=O)CN1C(=O)c2ccccc2S1(=O)=O
  2	-3	-0.4	-6	-4	0	2
O=C(/C=C/c1ccc(Br)cc1)Nc1ccc(S(=O)(=O)Nc2ncccn2)cc1
  .	.	-1.5	.	-8	-2	16
Cc1noc(C)c1NC(=O)Nc1ccc2c(c1)C(=O)N([C@H](C)CO)C[C@H](C)[C@H](CN(C)Cc1ccc(Oc3ccccc3)cc1)O2
  -34	-8	0.7	-4	-4	-6	12
CC(=O)Nc1ccc(OS(=O)(=O)c2ccc(Cl)cc2)cc1
  -1	13	0.1	-4	2	0	-2
C[C@H]1CN([C@@H](C)CO)C(=O)c2cc(NS(=O)(=O)c3ccc(F)cc3)ccc2O[C@@H]1CN(C)S(=O)(=O)c1ccc(Cl)cc1
  .	?	-0.1	1	-3	1	1
